TROY signal inh: inhibitors of TROY-driven NF-kB signaling, primary screen, Q293 LMP1-TROYcd cells, NF-kB luciferase, uHTS | Q293 LMP1-TROYcd NF-kB luciferase reporter, 4 h | inhibition, % at 10 µM | actives 0.98% (n = 360,000);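 active = compounds whose plate-normalised and pattern-corrected inhibition of the luciferase reporter signal at the single screening dose is 50% or more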
NR2E3 ag-1: NR2E3 agonists in two-hybrid cells, primary screen, cell-based, luminescence, CHO-S, Gal4-NCOR/VP16-NR2E3. Photoreceptor-specific nuclear receptor (Homo sapiens), Q9Y5X4. luciferase. inhibition of corepressor binding, % at 3.98 µM. actives 0.35% (n = 360,000). AID 602229, 2012;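 active = inhibition above the mean of all tested compounds plus 3 SD, cut at about 70% in these data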;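 note: 0% = DMSO with NR2E3 transfected cells and 100% = cells lacking NR2E3 construct; higher means lower luciferase signal from less NR2E3 corepressor binding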
Target sequence (Q9Y5X4 whole entry, looked up, the tested form may be a part): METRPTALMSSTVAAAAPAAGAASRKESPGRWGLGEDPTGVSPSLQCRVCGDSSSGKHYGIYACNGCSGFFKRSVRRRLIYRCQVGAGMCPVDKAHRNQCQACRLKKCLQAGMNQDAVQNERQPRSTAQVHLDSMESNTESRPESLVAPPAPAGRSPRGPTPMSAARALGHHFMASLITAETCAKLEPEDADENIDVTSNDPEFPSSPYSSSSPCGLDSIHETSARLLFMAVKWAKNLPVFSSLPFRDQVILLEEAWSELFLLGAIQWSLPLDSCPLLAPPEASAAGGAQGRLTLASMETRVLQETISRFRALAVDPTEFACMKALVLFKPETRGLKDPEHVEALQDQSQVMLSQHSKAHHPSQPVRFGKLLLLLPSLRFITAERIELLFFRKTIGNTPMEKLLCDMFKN
CF NFkB inh: inhibitors of PAF-induced NF-kB signaling, primary screen, cell-based, GFP fluorescence, uHTS; KKLEB NF-kB-GFP reporter, GFP fluorescence overnight; inhibition, % at 5 µM; actives 0.86% (n = 360,000); AID 588850, 2011;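 active = at least 50% inhibition at 5 µM, scaled per plate between neutral and stimulator controls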;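 note: PAF is a Pseudomonas aeruginosa culture filtrate used as stimulus; plate controls were PAF-stimulated DMSO wells for no effect and unstimulated DMSO wells for full effect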
HIF-2a inh: HIF-2a reporter inhibitors, primary screen, luminescence, 786-0 RCC cells | inhibition, % at 18.8 µM | AID 624352, 2012 | actives 0.72% (n = 360,000) | 786-0 RCC cells HIF-2a reporter, luciferase luminescence, overnight;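 active = inhibition of the luminescence signal of 40% or more relative to plate controls, in a single-dose primary screen at 18.75 µM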
Peg3 promoter: Peg3 promoter-driven luciferase inhibitors, primary screen, cell-based, HeLa, luciferase luminescence. HeLa PEG-Prom luciferase reporter, overnight. inhibition, % at 20 µM. actives 1.7% (n = 360,000). AID 588405, 2011;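 active = inhibition of at least 50% at 20 µM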
MITF TRPM1 inh: inhibitors of MITF-dependent TRPM1 promoter reporter, primary screen, cell-based, SK-MEL-5, single point, luciferase; SK-MEL-5 TRPM1 promoter luciferase, 24 h; inhibition, % at 12.5 µM; actives 0.83% (n = 330,000);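 active = mean inhibition across replicates of 60% or more, whatever share of single replicates reaches that level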; note: values of inactives mirror those of a sister screen read the other way
Shn3 3UTR inh: reduction of Shn3 3'UTR firefly luciferase signal, primary screen, Schnurri-3 inhibitor project, cell-based, Clone20 osteoblasts, set 2. Clone20 osteoblast Shn3 3'UTR firefly luciferase, 24 h. AID 588674, 2011. actives 0.52% (n = 360,000). inhibition, % at 12.5 µM;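 active = mean inhibition of at least 75% with every replicate also reaching 75%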;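 note: 0% = median of neutral control wells and 100% = pilot-screen positive control compound; some compounds past the cut are filed as inactive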
TRAIL sens C8: viability loss with TRAIL in NB7+C8 cells, primary screen, TRAIL sensitizer project, cell-based, ATPlite luminescence; inhibition (viability loss, TRAIL sensitization), % at 10 µM; actives 1% (n = 360,000);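 active = compounds causing at least 50% loss of cell viability in the single-dose screen, relative to plate controls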
NR2E3 ag-2: inhibitors of NR2E3-RetCOR corepressor binding, primary screen, NR2E3 agonist project, biochemical, TR-FRET, GST-NR2E3, biotin-RetCOR | AID 2300, 2010 | Photoreceptor-specific nuclear receptor (Homo sapiens), Q9Y5X4 | actives 0.12% (n = 320,000) | inhibition of corepressor binding, % at 4.78 µM | 1536-well;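 active = percent inhibition above the cutoff of mean plus 3 SD of all tested compounds, set per screening campaign, cut at about 20% in these data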;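 note: 0% = DMSO wells and 100% = biotin wells as full block of FRET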
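System: GST-tagged NR2E3 plus biotinylated RetCOR corepressor; Amount: 1.35 nM GST-tagged NR2E3 final; Dosing: single nominal compound dose of 4.8 µM; Schedule: 5 h incubation at 4 °C; Technique: TR-FRET with europium anti-GST and streptavidin-D2, 340 nm excitation; Controls: biotin wells as high control, 0.6% DMSO wells as low control.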
TWEAK-Fn14 inh: inhibitors of TWEAK-Fn14 signaling, primary screen, luciferase reporter cells, uHTS. TWEAK-stimulated Fn14 reporter cells, luciferase luminescence, 8 h. inhibition, % at 10 µM. actives 2% (n = 360,000); in the data active = inhibition above about 50%
KKLEB tox: cytotoxicity in KKLEB CF airway cells, primary screen, cytotoxicity control for CF NF-kB inhibitor project, cell-based, uHTS, fluorescence assay plates. actives 0.36% (n = 360,000). KKLEB CF airway cells viability, ATPlite luminescence, overnight; hits give low values; cells stimulated with P. aeruginosa culture filtrate. activity change (cytotoxicity), % at 5 µM. AID 602141, 2011;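 active = corrected activity change at or below -50% at 5 µM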
Numbers without * were called inactive; . = not tested or not shown; & = joins results of further samples. Not all compounds are listed; count on the stated rates, not on these rows.

SMILES	TROY signal inh	NR2E3 ag-1	CF NFkB inh	HIF-2a inh	Peg3 promoter	MITF TRPM1 inh	Shn3 3UTR inh	TRAIL sens C8	NR2E3 ag-2	TWEAK-Fn14 inh	KKLEB tox
CCCCC(c1nc2ccccc2[nH]1)n1c(-c2ccccc2)nc2cc(C)c(C)cc21 (stereo not drawn)	-31.3	-15.6	7.1	-157.7	-5.3	.	-47.0	-15.5	.	-39.1	5.3
CCC(=O)c1ccc(OCC(=O)OCc2csc(CC(=O)Nc3ccccc3C)n2)cc1	14.8	5.1	6.6	8.7	-2.4	.	-3.5	-17.3	.	-3.7	-8.0
CSc1ncccc1C(=O)N1CCCC(N2CCN(c3ccccc3F)CC2)C1 (stereo not drawn)	6.8	-23.0	-1.9	0.0	7.0	6.5	4.0	-7.0	-1.5	3.3	21.4
OCCN1CCN(CCCN2c3ccccc3CCc3ccccc32)CC1	-4.4	19.6	-6.7	5.7	-7.0	.	-5.1	6.5	.	-6.1	27.2
O=C(Nc1ccc(N2CCOCC2)cc1)c1ccc(Br)o1	-29.2	-123.3	18.9	-153.9	-144.3	-105.5	-74.7	42.7	0.0	34.3	-4.4
Cc1ccc(-c2cnc3n2CCCCC3)cc1	-12.8	-10.1	1.0	-30.9	-19.9	-0.3	-13.9	-5.0	4.0	-13.5	4.5
CCN(CC)c1ccc(NC(=O)c2c(C)noc2C)cc1	-23.7	-36.0	-1.2	-41.3	-13.6	-2.3	-31.9	3.0	-4.0	-19.1	-11.3
C=CCN1C(=NC(=O)COc2ccccc2)SC2CS(=O)(=O)CC21 (stereo not drawn)	-0.1	-2.8	-50.0	4.9	-7.0	6.2	-6.6	6.7	1.6	-4.4	22.3
CCOc1ccccc1C1CC(c2ccc(F)cc2)Nc2nc(N)nn21 (stereo not drawn)	1.1	-12.4	0.3	20.5	0.1	-15.6	-19.1	2.9	-2.1	3.8	4.2
Cc1ccc2cc3cc(C(=O)NCc4ccco4)oc3nc2c1	-76.7	51.9	-26.7	-116.0	-109.1	-28.1	3.5	6.4	-0.6	-18.9	13.7
CC1(Cc2ccc(F)cc2)C(=O)Nc2ccc(S(=O)(=O)NC3CCCCC3)cc21 (stereo not drawn)	13.1	-24.5	19.5	17.3	43.3	.	8.2	3.7	.	26.2	-1.9
Cc1ccc(C(=O)NCCn2cc(SCC(=O)N3CCOCC3)c3ccccc32)cc1	77.7*	20.3	-12.7	-6.1	17.1	.	-12.3	-3.9	-2.1	86.1*	17.9
CCOc1ccccc1OCCOc1ccccc1OC(C)C	-26.7	-9.9	13.8	12.1	22.3	-4.0	6.5	17.0	-5.6	-3.9	-3.7
CCOc1ccc(C(=O)NC(=S)N2CCN(c3ccc(C(F)(F)F)cc3[N+](=O)[O-])CC2)cc1	-3.2	-17.3	0.2	9.4	0.7	12.2	-48.8	5.4	0.4	-13.1	-24.6
CN(C)S(=O)(=O)c1cc(NC(=O)COC(=O)C2COc3ccccc3O2)ccc1Cl (stereo not drawn)	10.4	-21.9	1.1	5.2	4.0	-6.1	-8.7	5.7	-2.4	2.1	-4.5
CC(=O)/C(=C/N(C)C)C(=O)Nc1ccc(Cl)cc1Cl	14.2	-30.6	-25.3	-71.0	-13.4	0.8	12.1	-1.6	4.2	-3.4	7.8
COc1ccccc1CCC(=O)OCC(=O)Nc1ccc(C(N)=O)cc1	0.1	-27.9	67.1*	4.5	7.1	13.2	-6.7	-11.8	1.5	13.4	-83.8*
CSc1ncccc1C(=O)OCC(=O)Nc1ccc(N2CCOCC2)cc1	-16.0	-41.8	-19.5	0.5	-6.5	6.2	-4.2	-12.3	.	-7.9	10.6
COc1ccc(N2CC(O)=C(c3nc4ccccc4s3)C2=N)c(OC)c1	6.6	-17.9	2.7	-30.7	-15.1	10.1	-11.0	-5.0	0.6	-20.1	7.9
CCCCn1c(N)c(N(CCOC)C(=O)c2ccc(Br)s2)c(=O)[nH]c1=O	0.5	-2.4	-7.6	12.1	12.9	0.7	-24.5	-3.3	-1.2	2.1	-9.9
CCOC(=O)c1ccccc1NC(=O)c1cncc(Br)c1	-9.9	-9.9	-2.6	13.8	-4.6	-3.3	7.2	3.7	.	5.8	-7.9
Cc1ccc(Cn2nc(C)c3cc(C(=O)OCC(N)=O)sc32)cc1	.	-14.9	2.5	13.6	6.0	-0.6	7.3	-1.9	2.5	13.7	-9.6
CC1=C(C(=O)OC(C)C)C(c2cccs2)N2C(=O)C(C)SC2=N1 (stereo not drawn)	13.9	-8.7	6.0	3.2	-7.7	-0.2	.	-19.8	0.9	-5.3	5.5
O=C(CN1CCN(Cc2ccccc2)CC1)N1CCCc2c1c(=O)oc1ccc(O)cc21	8.1	-14.6	6.3	21.7	24.4	3.3	-0.8&-30.0	5.1	-0.6	16.4	-14.8
O=S(=O)(c1ccccc1F)N1CCN(c2nc3ccccc3s2)CC1	-22.9	-19.7	0.9	-128.9	-69.3	-64.8	-41.2	6.8	-2.4	-19.1	8.8
Cc1cc(C)c(NC(=O)Cc2ccc(-n3cccc3)cc2)c(C)c1	-9.8	8.2	11.1	9.5	5.3	4.8	-10.2	7.0	-1.0	-7.7	-11.4
O=C(NCC1(c2ccccc2)CCCC1)c1ccc(Br)o1	5.0	-12.6	4.9	14.0	15.1	3.8	19.5	-13.3	-2.1	4.2	9.9
N#Cc1c(N)n[nH]c1CCCN	-30.1	12.7	-13.9	7.8	16.5	10.3	-17.6	-8.8	2.9	-19.4	9.3
CCOc1ccc(NC(=S)NCc2nc3ccccc3[nH]2)cc1	11.9	-14.0	0.9	-50.7	3.8	11.6	-21.7	-0.4	-0.2	8.4	4.5
CCc1nc2sc3ccccc3c(=O)c2c(=O)n1CCOC	3.1	-9.2	-16.1	-33.2	-9.2	-1.1	-20.8	5.6	-0.6	4.1	-4.6
O=C(NCCN1CCOCC1)c1cc(-c2ccc(Br)cc2)on1	-28.6	-10.8	3.4	-39.8	-9.6	-5.0	-0.7	11.3	5.0	0.0	-9.5
O=C(Cc1ccc(NC2=NC3CS(=O)(=O)CC3S2)cc1)NCc1ccccc1Cl (stereo not drawn)	-3.7	9.8	-14.4	-10.5	-154.4	.	-15.1	-11.7	4.8	19.1	6.1
O=C(NCc1cccs1)C1CCCN1C(=O)Nc1cccc(F)c1 (stereo not drawn)	-6.8	5.3	-4.4	7.8	-3.2	-3.4	3.6	4.4	-1.2	2.6	0.8
Cc1ccc(C(=O)N2CCCC(CCC(=O)N3CCN(c4ccccn4)CC3)C2)cc1 (stereo not drawn)	9.1	9.3	-0.2	-1.9	-7.4	3.9	13.1	13.7	1.7	-6.0	-15.1
CCC1CCCCN1CCCNC(=O)CN1C(=O)c2cccnc2Oc2ccc(C)cc21 (stereo not drawn)	-1.3	-9.6	-1.4	10.9	-12.6	4.3	-0.4	-1.1	3.9	-12.4	-4.8
CCOC(=O)c1ccccc1NC(=O)c1cn(-c2ccc(C)c(C)c2)c(=O)c2ccccc12	6.9	-26.9	26.2	18.5	47.0	0.6	21.9	-8.6	3.6	19.0	-2.9

Profiles from above. Order of screens: TROY signal inh, NR2E3 ag-1, CF NFkB inh, HIF-2a inh, Peg3 promoter, MITF TRPM1 inh, Shn3 3UTR inh, TRAIL sens C8, NR2E3 ag-2, TWEAK-Fn14 inh, KKLEB tox
Listed for `O=S(=O)(c1ccccc1F)N1CCN(c2nc3ccccc3s2)CC1` : -22.9, -19.7, 0.9, -128.9, -69.3, -64.8, -41.2, 6.8, -2.4, -19.1, 8.8
Listed for `O=C(NCC1(c2ccccc2)CCCC1)c1ccc(Br)o1` : 5.0, -12.6, 4.9, 14.0, 15.1, 3.8, 19.5, -13.3, -2.1, 4.2, 9.9
Listed for `CCC1CCCCN1CCCNC(=O)CN1C(=O)c2cccnc2Oc2ccc(C)cc21` (stereo not drawn) : -1.3, -9.6, -1.4, 10.9, -12.6, 4.3, -0.4, -1.1, 3.9, -12.4, -4.8

Continued:
SMILES	TROY signal inh	NR2E3 ag-1	CF NFkB inh	HIF-2a inh	Peg3 promoter	MITF TRPM1 inh	Shn3 3UTR inh	TRAIL sens C8	NR2E3 ag-2	TWEAK-Fn14 inh	KKLEB tox
COc1cccc(-c2nc(CS(=O)(=O)CC(=O)NC3CCC(C)CC3)c(C)o2)c1 (stereo not drawn)	16.9	16.3	14.1	3.4	11.9	4.2	13.3	16.4	2.7	6.8	-8.7
CC(=O)Nc1cccc(NC(=O)CSc2ccc3nnc(CCNC(=O)c4ccccc4)n3n2)c1	-3.0	-4.7	0.8	7.3	8.5	-1.5	0.3	-17.3	1.1	3.3	4.7
COc1c2c(c3c(c1OC)c(=O)c1ccccc1n3C)OCO2	0.2	-7.9	8.7	-9.5	-12.5	9.4	-5.2	-14.1	.	17.1	-6.5
Cc1cc(NS(=O)(=O)c2ccc(NC(=O)C(C)Oc3ccc4c(C)cc(=O)oc4c3)cc2)no1 (stereo not drawn)	-8.5	-15.3	15.5	-0.9	-1.7	4.3	-3.7	8.4	0.3	-3.6	-0.2
CC(C)(C)C(=O)NNC(=O)c1ccc(Oc2cc(Cl)cc(Cl)c2)o1	-32.3	9.2	-2.3	25.0	9.2	4.4	1.1	-5.8	-0.8	12.5	-6.4
CN(C)S(=O)(=O)N1CCN(S(=O)(=O)N2CCOCC2)CC1	-30.1	-18.9	2.4	14.4	7.3	-0.5	3.0	-1.0	2.4	6.9	7.4
O=C(c1ccco1)N(c1ccccn1)c1ccccn1	12.6	4.9	-1.0	17.8	7.1	5.9	-25.3	-20.3	1.4	5.3	3.9
Cc1ccc(C(=O)NCC(=O)N2CCN(c3ccccc3)CC2)cc1	25.6	-36.4	-14.4	15.6	6.7	-0.4	1.7	-9.7	1.2	-0.1	5.7
COCCCNC(=O)C1CCC(=O)N(c2ccc3c(c2)OCO3)C1c1ccc(OC)cc1 (stereo not drawn)	0.5	-11.7	-13.3	8.2	20.0	-6.0	8.1	6.2	-1.7	16.5	-1.2
O=C(COc1ccc2c(c1)OCO2)Nc1nccs1	34.6	-12.5	2.0	-35.4	-46.9	-2.0	7.9	52.6*	1.2	66.0*	-5.2
O=C(c1cccnc1)n1nc(-c2ccco2)nc1NCc1cccs1	-13.5	-12.1	2.0	-69.1	-25.9	1.5	-18.6	27.2	.	-5.8	-1.3
CC(C)c1ccc(NC(=O)[C@H]2CSCN2C(=O)[C@@H]2CCC(=O)N2)cc1	-8.2	-3.3	1.7	1.8	4.4	-9.1	-6.0	7.1	-2.4	-4.8	-1.2
O=C(CSc1nc(C(F)(F)F)cc(=O)[nH]1)N1CCCCCC1	6.3	1.0	1.2	-7.6	-4.9	-0.1	-8.6	1.9	-0.3	-1.3	3.0
